# APJ ag: agonists of human apelin receptor APJ, primary screen, CHO-K1 cells, PathHunter beta-arrestin, luminescence. AID 2520, 2010. 330,000 compounds, 0.11% hits. activation, % at 20 µM. 0% DMSO wells, 100% apelin. P35414;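 active means activation more than six SD over the plate average, tested at 20 µM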;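 further: 0% = DMSO alone and 100% = apelin-13 at 10 nM; some results filed as inactive read as strong as hits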
#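 Assay system: CHO-K1 APJ beta-arrestin complementation cell line / Compound: single test compound dose, 20 µM final, 1% DMSO / Times: overnight seeding, 90 min compound at 25 °C, 1 h detection / Technique: beta-gal luminescence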
# UPR XBP1 act: activators of adaptive XBP1 UPR arm, primary screen, cell-based, CHO-XBP1 luciferase reporter, luminescence, uHTS; IRE1-XBP1 UPR activation; percent of tunicamycin response, DMSO as zero; activation, % at 20 µM; 330,000 compounds, 0.33% hits;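 active means versus positive control, 20 µM dose yields 30% or more activation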;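 further: 100% = tunicamycin at 10 µg/mL and 0% = DMSO only wells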
#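 Material: CHO cell line with stable XBP1 luciferase reporter; schedule: 16-18 h cell attachment at 37 °C, then 6 h compound exposure; signal: glow luminescence from Steady-Glo reagent; medium: serum-containing F12 medium, 10% FBS; benchmarks: tunicamycin 10 µg/mL and vehicle-only wells; read-out: percent activation relative to tunicamycin reference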
# UPR CHOP act: activators of apoptotic CHOP UPR arm, primary screen, cell-based, CHO-CHOP luciferase reporter, luminescence, uHTS; UPR activation; percent of tunicamycin response over DMSO baseline; activation, % at 10 µM; 330,000 compounds, 0.34% hits; AID 449763, 2010;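 active means at 10 µM dose, activation of 40% or more, normalized to positive control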;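 further: 100% = tunicamycin at 10 µg/mL and 0% = DMSO alone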
#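 System: CHO-CHOP luciferase reporter cell line | Buffer or medium: F12 medium containing 10% fetal bovine serum | Doses: One dose, 10 µM in 0.5% DMSO | Times: 6 h compound exposure at 37 °C after overnight seeding | Signal: Luciferase luminescence | Read-out: % activation vs tunicamycin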
# tim10-1 inh: growth inhibitors of tim10-1 mutant yeast, primary screen, luminescence, uHTS; S. cerevisiae tim10-1 ts strain growth, BacTiter-Glo, 24 h; inhibition, % at 20 µM; 330,000 compounds, 2.2% hits; AID 463190, 2010;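 active means inhibition of at least 40%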;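 further: mutant grown at 25 °C; 0% = DMSO wells with yeast and 100% = wells holding no yeast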
# APJ antag: antagonists of human apelin receptor APJ, primary screen, CHO-K1 cells, beta-arrestin complementation, luminescence; P35414; inhibition, % at 20 µM; AID 2521, 2010; 330,000 compounds, 0.32% hits;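 active means inhibition above about 40% at 20 µM, limit read from the data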;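 further: cells challenged with 10 nM apelin-13 agonist together with compound; plate controls were apelin-13 plus DMSO wells for no effect and DMSO wells lacking apelin-13 for full effect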
# TIM10 inh: growth inhibitors of isogenic TIM10 control yeast, primary screen, counter-screen for tim10-1 yeast inhibitor project, luminescence, uHTS. AID 463195, 2010. S. cerevisiae TIM10 strain growth, BacTiter-Glo luminescence, 24 h. inhibition, % at 10 µM. 330,000 compounds, 1.4% hits;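 active means inhibition of 40% or more at the single tested concentration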;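 further: wild-type TIM10 isogenic control strain grown at permissive 25 °C; 0% = DMSO yeast wells and 100% = minimal medium wells without yeast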
# Mdm2 MdmX PPI: inhibitors of human Mdm2-MdmX association, primary screen, cell-based, luminescence, split luciferase, SaOS-2, uHTS; inhibition, % at 8 µM; SaOS-2 split-luciferase Mdm2/MdmX complementation; AID 485346, 2010; 330,000 compounds, 3% hits; Protein Mdm4 (Homo sapiens) + E3 ubiquitin-protein ligase Mdm2 (Homo sapiens), …;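 active means inhibition of at least 50% at 8 µM in the primary screen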
# Target sequence (O15151 whole entry, looked up): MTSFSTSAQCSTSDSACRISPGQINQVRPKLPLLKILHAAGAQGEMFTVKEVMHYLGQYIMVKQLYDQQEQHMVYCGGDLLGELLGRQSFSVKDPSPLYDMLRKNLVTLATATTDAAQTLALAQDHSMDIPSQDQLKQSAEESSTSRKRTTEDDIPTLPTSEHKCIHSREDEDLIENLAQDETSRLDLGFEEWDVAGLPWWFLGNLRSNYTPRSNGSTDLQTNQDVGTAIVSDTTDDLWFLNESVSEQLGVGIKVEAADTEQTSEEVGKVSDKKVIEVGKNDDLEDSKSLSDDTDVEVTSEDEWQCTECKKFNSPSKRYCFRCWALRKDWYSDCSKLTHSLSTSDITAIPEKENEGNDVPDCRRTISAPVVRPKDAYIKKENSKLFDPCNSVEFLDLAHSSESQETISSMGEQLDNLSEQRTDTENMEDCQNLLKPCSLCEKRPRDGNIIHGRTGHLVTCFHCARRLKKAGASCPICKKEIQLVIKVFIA
# Target sequence (Q00987 whole entry, looked up): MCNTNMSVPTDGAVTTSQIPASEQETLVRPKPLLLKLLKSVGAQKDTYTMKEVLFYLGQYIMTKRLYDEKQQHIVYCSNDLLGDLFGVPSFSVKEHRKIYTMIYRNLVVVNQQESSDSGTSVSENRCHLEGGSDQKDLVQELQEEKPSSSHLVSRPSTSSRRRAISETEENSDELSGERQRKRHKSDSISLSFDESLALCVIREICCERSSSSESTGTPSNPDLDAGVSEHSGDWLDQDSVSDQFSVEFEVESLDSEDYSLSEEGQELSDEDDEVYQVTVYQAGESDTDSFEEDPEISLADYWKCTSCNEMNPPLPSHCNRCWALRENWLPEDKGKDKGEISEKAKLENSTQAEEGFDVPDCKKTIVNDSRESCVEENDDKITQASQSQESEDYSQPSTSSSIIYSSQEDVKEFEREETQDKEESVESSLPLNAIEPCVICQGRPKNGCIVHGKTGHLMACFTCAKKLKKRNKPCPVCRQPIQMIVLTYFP
# CXCR6 block: CXCR6 receptor inhibitors, primary screen, cell-based, beta-arrestin, luminescence, CHO-K1 PathHunter, 1536-well | 360,000 compounds, 0.36% hits | AID 602244, 2012 | inhibition, % at 20 µM; in the data active means inhibition above about 34%, passing the limit was not always enough;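 further: antagonist mode with CXCL16 agonist at 10 nM final; 0% = 10 nM CXCL16 with DMSO and 100% = unstimulated wells without agonist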
# tim23-1 inh: growth inhibitors of tim23-1 mutant yeast, primary screen, luminescence, uHTS. AID 463212, 2010. 330,000 compounds, 1.3% hits. inhibition, % at 20 µM. S. cerevisiae tim23-1 growth, BacTiter-Glo luminescence, 24 h;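 active means growth inhibition of the mutant yeast at or above 50%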;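 further: temperature-sensitive mutant grown at 25 °C; plate controls were DMSO-treated mutant yeast for no effect and medium wells lacking yeast for full effect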
# Starred values were filed as active, the others as inactive; . = not tested or not shown.
SMILES,APJ ag,UPR XBP1 act,UPR CHOP act,tim10-1 inh,APJ antag,TIM10 inh,Mdm2 MdmX PPI,CXCR6 block,tim23-1 inh
CCOC(=O)N1CCN(C(=S)Nc2cccc(C)c2)CC1,-4,-3,1.6,28,-2,14,12,-4,15
Cc1cc(CN2CCCCC2)oc1C(=O)O,-3,-1,-1.9,-17,0,4,10,2,-12
Cc1ccc(NS(=O)(=O)c2csc(C(N)=O)c2)cc1C,0,-2,0.0,1,13,5,-3,-2,9
CC/C(O)=C1\C(=O)CC(c2ccccc2)CC1=NCCc1c(C)[nH]c2ccc(C)cc12 (stereo not drawn),-7,-2,-2.3,14,19,4,37,30,13
O=C(Cc1ccccc1)NC(Nc1cccc2ccccc12)C(Cl)(Cl)Cl (stereo not drawn),0,0,0.3,2,25,3,6,-6,10
C=CCn1c(SCC(=O)Nc2nnc(CC)s2)nnc1-c1ccncc1,-1,0,-1.8,10,10,0,-4,-6,10
Cc1cc(-c2nnc3sc(-c4ccc(Cl)cc4Cl)nn23)n[nH]1,0,9,1.5,9,14,12,13,9,18
NC(=O)CCN1CCN(C(=O)c2ccc3nc(Cc4cccc(Cl)c4)oc3c2)CC1,-5,-2,-2.2,4,0,7,6,0,-12
C=CCSc1n[nH]c(=O)n1-c1cccc(C(F)(F)F)c1,-4,-2,-1.9,4,-2,-7,-2,2,8
COCc1nnc(SCC(=O)NC(C)c2ccccc2)n1-c1ccccc1 (stereo not drawn),-4,-5,-1.7,5,4,5,15,-1,-1
COc1ccc(Br)cc1CN1CCN(C(=O)c2cccc(OC)c2OC)CC1,-2,-3,0.8,22,19,21,28,-2,7
COc1ccc(CN2C(=NC(=O)CCc3ccccc3)SC3CS(=O)(=O)CC32)cc1 (stereo not drawn),-2,-3,4.1,6,24,-2,27,-12,6
O=C(NC1CCCCC1)C(c1ccc2ncccc2c1)N(Cc1ccc2c(c1)OCO2)C(=O)c1cccs1 (stereo not drawn),3,-3,-1.3,20,9,20,-13,14,20
Cc1onc(-c2c(F)cccc2Cl)c1C(=O)NCc1ccco1,0,0,-4.7,-3,2,-13,4,-7,9
O=C/C(=C\Nc1ccccn1)c1nc2cc(Cl)ccc2o1,-4,1,6.0,33,1,18,11,6,16

# Ordered by count of non-hydrogen atoms (smallest number first): part of the list above.
SMILES,APJ ag,UPR XBP1 act,UPR CHOP act,tim10-1 inh,APJ antag,TIM10 inh,Mdm2 MdmX PPI,CXCR6 block,tim23-1 inh
Cc1cc(CN2CCCCC2)oc1C(=O)O,-3,-1,-1.9,-17,0,4,10,2,-12
COCc1nnc(SCC(=O)NC(C)c2ccccc2)n1-c1ccccc1 (stereo not drawn),-4,-5,-1.7,5,4,5,15,-1,-1
COc1ccc(Br)cc1CN1CCN(C(=O)c2cccc(OC)c2OC)CC1,-2,-3,0.8,22,19,21,28,-2,7
O=C(NC1CCCCC1)C(c1ccc2ncccc2c1)N(Cc1ccc2c(c1)OCO2)C(=O)c1cccs1 (stereo not drawn),3,-3,-1.3,20,9,20,-13,14,20

# (next part)
SMILES,APJ ag,UPR XBP1 act,UPR CHOP act,tim10-1 inh,APJ antag,TIM10 inh,Mdm2 MdmX PPI,CXCR6 block,tim23-1 inh
COc1ccc(C)cc1NC(=O)C1CCN(S(=O)(=O)c2ccc3c(c2)C(C)(C)C(=O)N3C)CC1,-1,0,-1.5,15,-3,-1,16,2,-6
Cc1ccc(C)c(OCC(=O)NCCNC(=O)COc2cc(C)ccc2C)c1,-6,2,0.5,21,7,21,-8,-7,24
Cc1cnc(C(=O)OCc2nc3ccsc3c(=O)[nH]2)cn1,-2,-2,1.5,-8,-51,-5,11,0,2
CNC(=O)c1c(NC(=O)c2ccc(S(=O)(=O)N(C)c3ccccc3)cc2)sc2c1CCN(C(C)C)C2,5,10,6.3,-3,-30,4,9,.,3
O=C(C[n+]1ccccc1)N/N=C/c1cc(Br)cc(Br)c1O,-4,1,0.5,37,9,56*,21,7,68*
Cc1cc(C)c2c(N)c(C(=O)NCc3ccco3)sc2n1,-4,-3,0.8,4,19,17,8,-5,13
O=C(NCCC1=CCCCC1)c1cc(COc2ccc(F)cc2Cl)on1,2,-2,-1.5,18,-27,11,17,-10,10
O=C(COc1nsnc1N1CCOCC1)N/N=C/c1ccccc1O,2,-2,-0.6,26,7,18,14,-12,6
c1ccc(Cn2c(-c3ccccc3)c[n+]3c2SCCC3)cc1,-3,-2,0.0,5,5,-2,22,16,-19
Cc1nnc(SCc2nc3sc4c(c3c(=O)[nH]2)CCCC4)[nH]c1=O,-1,-1,0.0,4,11,12,5,1,0
CCOC(=O)Cc1nc2nc(C)cc(C)n2n1,-2,3,-0.5,-15,11,2,7,2,-12
COc1ccc(Cl)cc1NC(=O)c1[nH]c(C)c(C(C)=O)c1C,0,4,1.8,-2,13,6,14,6,-14
COc1nc(OC)nc(N2CCC(C(=O)NCc3ccco3)CC2)n1,1,5,-0.7,-22,13,-4,1,-4,-3
COC(=O)c1c(-c2cccc(OC)c2)csc1N,-4,-2,-1.0,-11,-32,-2,25,-1,12
Cc1ccc(C)c(N2C(=O)CC(Cc3ccccc3)C2=O)c1 (stereo not drawn),0,0,-0.3,8,-42,2,3,-8,6

# One compound at a time, from the list above. Order of values: APJ ag	UPR XBP1 act	UPR CHOP act	tim10-1 inh	APJ antag	TIM10 inh	Mdm2 MdmX PPI	CXCR6 block	tim23-1 inh
# Record of CCOC(=O)Cc1nc2nc(C)cc(C)n2n1 = -2	3	-0.5	-15	11	2	7	2	-12
# Record of COc1ccc(C)cc1NC(=O)C1CCN(S(=O)(=O)c2ccc3c(c2)C(C)(C)C(=O)N3C)CC1 = -1	0	-1.5	15	-3	-1	16	2	-6
# Record of Cc1cc(C)c2c(N)c(C(=O)NCc3ccco3)sc2n1 = -4	-3	0.8	4	19	17	8	-5	13
# Record of O=C(C[n+]1ccccc1)N/N=C/c1cc(Br)cc(Br)c1O = -4	1	0.5	37	9	56*	21	7	68*

# (list continues)
SMILES,APJ ag,UPR XBP1 act,UPR CHOP act,tim10-1 inh,APJ antag,TIM10 inh,Mdm2 MdmX PPI,CXCR6 block,tim23-1 inh
CCCc1cc(=O)oc2c3c(cc(OCC(=O)NCc4ccccn4)c12)OC(C)(C)CC3,-3,-1,-1.1,12,-38,2,20,4,1
Cc1ccc(=O)n(C(C(=O)NCc2ccco2)C(=O)c2ccc(F)cc2)c1 (stereo not drawn),-1,2,-1.1,11,8,5,31,-4,-16
Cc1cc2oc(=O)cc(CN3CCc4ccccc43)c2cc1Cl,-2,-3,-0.6,25,1,6,25,3,21
COc1cccc(C(=O)NCCS(=O)(=O)NCCc2ccccc2)c1,-2,1,4.1,-3,13,-13,12,4,-8
Cc1ccc(Nc2cc(C)nn2-c2nc(C)cc(C)n2)cc1,-1,30*,79*,47*,11,44*,32,12,53*
O=C(C1CCCCC1)N1CCC(c2nc3c(nnn3Cc3c(F)cccc3Cl)c(=O)[nH]2)CC1,-4,-3,-1.9,5,-12,0,6,-8,0
CCOC(=O)N1CCN(C(=O)C2CCN(C(=O)c3ccc([N+](=O)[O-])cc3)CC2)CC1,-2,-2,0.5,-1,11,6,33,1,7
CCOC(=O)CCNC(=O)N1CCCC(C(=O)c2cccc(Cl)c2)C1 (stereo not drawn),-4,2,-1.3,6,-3,-4,-22,2,15
CCCn1c(=O)c2ccccc2n2c(SCCOc3ccccc3)nnc12,-7,-3,-0.8,-17,6,14,13,11,31
COc1ccc(Cl)cc1NC(=O)N1CCC(C)CC1,-3,-3,0.1,24,19,6,-17,-2,20
COCCCNC(=S)Nc1ccc2nc3n(c(=O)c2c1)CCCCC3,2,0,-1.7,19,-8,-2,11,-8,20
CC1CCN(C(=O)Cn2c(=O)n(CCCC(=O)NCc3ccco3)c(=O)c3sccc32)CC1,-3,0,1.1,-11,4,13,-4,6,-1
CC(=O)c1ccc(Sc2ccccc2)cc1,-1,4,1.2,8,5,3,-11,5,3
Cc1ccc(OCC(=O)NCC(=O)Nc2ccc(F)c(F)c2F)c([N+](=O)[O-])n1,-2,-4,0.2,2,6,-3,-19,-6,7
COc1ccc(NC(=O)[C@H](C)NC(=O)C2CCN(S(=O)(=O)c3ccc(C)cc3)CC2)cc1OC,-4,-3,-0.8,2,0,1,17,-2,-19

# Ordered by the number under CXCR6 block (lowest first): 4 of the compounds above
SMILES | CXCR6 block
COCCCNC(=S)Nc1ccc2nc3n(c(=O)c2c1)CCCCC3 | -8
Cc1cc(C)c2c(N)c(C(=O)NCc3ccco3)sc2n1 | -5
COc1ccc(Br)cc1CN1CCN(C(=O)c2cccc(OC)c2OC)CC1 | -2
CCCn1c(=O)c2ccccc2n2c(SCCOc3ccccc3)nnc12 | 11

# Shown as a hit in UPR XBP1 act (from the list above):
Compound	UPR XBP1 act	APJ antag	Mdm2 MdmX PPI	CXCR6 block
Cc1ccc(Nc2cc(C)nn2-c2nc(C)cc(C)n2)cc1	30*	11	32	12

# Continuation.
SMILES,APJ ag,UPR XBP1 act,UPR CHOP act,tim10-1 inh,APJ antag,TIM10 inh,Mdm2 MdmX PPI,CXCR6 block,tim23-1 inh
O=c1c(C/C=C/c2ccccc2)c(O)ccn1CCc1c[nH]c2ccccc12,-4,-5,1.6,-1,-11,7,12,6,14
O=C(O)C1=CC[C@@H](c2ccc(Cl)cc2)N(S(=O)(=O)c2ccc(Cl)cc2)[C@H]1c1ccc(Br)cc1,-2,3,2.0,22,8,14,-24,10,42
COc1ccc(Cn2c(SC)nc3ccccc32)cc1[N+](=O)[O-],0,2,-0.5,13,-6,21,5,32,12
Cc1onc(-c2ccccc2)c1C(=O)N1CCN(C(=O)c2ccco2)CC1,3,-3,-1.1,8,6,0,-29,-2,4
CS(=O)(=O)N(CC(=O)N1CCCC1)c1ccc(Cl)cc1,-2,-3,-0.6,0,-3,-3,8,0,-2
COc1ccc(N2CCN(CCNC(=O)Nc3ccc([N+](=O)[O-])cc3OC)CC2)cc1,-1,-4,0.2,10,8,16,11,-6,7
O=S(=O)(c1ccc2nc(Nc3ccccc3)ccc2c1)N1CCCCC1,-4,-2,3.3,50*,-11,23,33,7,50*
O=C(Cc1cccs1)NCc1ccncc1,5,-4,1.3,-15,-2,0,-27,6,10
CCOc1c(Br)cc(C2CC(=O)Nc3cc(OC)c(OC)cc32)cc1OC (stereo not drawn),-1,-6,-0.5,-5,10,2,30,5,3
COc1ccccc1N1CCN(CC(=O)Nc2nc(C)c(C(=O)N(C)C)s2)CC1,-2,-2,-1.7,9,12,3,10,-10,6
Cc1ccc(CC2S/C(=C(/C#N)C(=O)NCc3ccco3)N(c3ccccc3)C2=O)cc1 (stereo not drawn),3,-3,-2.0,5,10,8,-21,5,13

# From PubChem BioAssay

# These rows are one share of the data, so the mix of outcomes need not match the whole.
